# Compound activity as filed in PubChem.
# SENP8 block: inhibitors of human SENP8 protease; recombinant SENP8, Nedd8 substrate fluorescence; inhibition, % at 20 µM; hit rate 0.64% among 360,000; Q96LD8; in the data active means inhibition mostly above about 40%, no sharp cut-off; inactive means mostly below about 27%
# Target sequence (Q96LD8 whole entry, looked up): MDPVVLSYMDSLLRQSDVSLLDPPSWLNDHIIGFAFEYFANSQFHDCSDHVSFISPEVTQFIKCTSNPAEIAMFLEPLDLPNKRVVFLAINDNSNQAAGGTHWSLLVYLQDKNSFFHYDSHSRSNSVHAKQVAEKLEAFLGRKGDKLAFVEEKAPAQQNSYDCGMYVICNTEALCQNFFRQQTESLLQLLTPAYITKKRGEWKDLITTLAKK
# HKDC1 inh: blocks human hexokinase HKDC1 activity. hit rate 0.16% among 340,000. recombinant HKDC1, G6PDH/diaphorase resazurin coupled fluorescence. Q2TB90. inhibition, % at 20 µM. AID 493160;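 active means inhibition above about 35% when tested at 20 µM, limit read from the data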;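 further: plate controls were DMSO wells with enzyme for no effect and DMSO wells lacking enzyme for full effect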
#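 Test system: recombinant HKDC1 (HK5) hexokinase enzyme, produced in-house; Amount: enzyme 5 µg/mL final; Buffer or medium: Tris pH 8.0 buffer with MgCl2, Tween-20, BSA, BME; Reagent: glucose and ATP substrates; Doses: 20 µM test compound, 1% DMSO; Incubation: 90 min reaction incubation at room temperature, dark; Detection: resorufin fluorescence at 613 nm.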
# MPTP inh: blocks calcium-induced mitochondrial swelling; isolated mouse mitochondria, Ca2+ swelling absorbance, 30 min; inhibition, % at 10 µM; hit rate 1.4% among 360,000; AID 602449;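 active means inhibition of 50% or more, scaled per plate between neutral and stimulator controls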;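 further: 0% = DMSO wells given calcium and 100% = 1 mM EGTA wells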
# ATG4B inhibitor: ATG4B (human) cysteine protease inhibition. inhibition, % at 8.33 µM. hit rate 0.51% among 340,000. ATG4B cleavage of LC3-PLA2, NBD-HPC fluorescence, 1 h. Q9Y4P1; in the data active means inhibition above about 40%
# NR3A LBD binder: NR3A (human) ligand-binding domain modulation. NR3A LBD differential scanning fluorimetry, Tm shift; 0% = protein alone, 100% = glycine-bound protein. AID 1259313. hit rate 2.5% among 340,000. Tm shift relative to glycine control, % at 25 µM;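 active means melting temperature shift of at least 10% of the positive control shift, at one fixed dose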
# SENP7 block: SENP7 protease inhibition; recombinant SENP7, Z-RLRGG-aminoluciferin luminescence, 40 min; inhibition, % at 5 µM; hit rate 1.5% among 330,000; AID 434973;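 active means inhibition above about 50% at the single test dose, limit read from the data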;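 further: plate controls were DMSO with enzyme for no effect and no enzyme buffer wells for full effect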
# Target sequence (Q9BQF6 706-1050 limits assumed): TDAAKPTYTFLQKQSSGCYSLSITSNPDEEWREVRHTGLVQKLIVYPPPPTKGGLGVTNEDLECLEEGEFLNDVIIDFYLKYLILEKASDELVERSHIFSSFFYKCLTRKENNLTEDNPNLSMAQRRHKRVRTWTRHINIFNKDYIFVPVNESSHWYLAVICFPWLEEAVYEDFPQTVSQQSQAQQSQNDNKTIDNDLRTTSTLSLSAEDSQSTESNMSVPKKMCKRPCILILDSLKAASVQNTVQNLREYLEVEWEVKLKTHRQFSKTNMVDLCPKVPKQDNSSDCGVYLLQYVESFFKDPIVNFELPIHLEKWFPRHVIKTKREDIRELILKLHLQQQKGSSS
# SENP6 inh: blocks the human protease SENP6; inhibition, % at 10 µM; Recombinant SENP6 catalytic domain, aminoluciferin luminescence; hit rate 1.8% among 330,000; AID 2599; Q9GZR1;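 active means inhibition above about 50% at the single tested dose, limit read from the data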;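 further: plate controls were DMSO wells with enzyme for no effect and DMSO wells lacking enzyme for full effect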
# Target sequence (Q9GZR1 628-1112 limits assumed): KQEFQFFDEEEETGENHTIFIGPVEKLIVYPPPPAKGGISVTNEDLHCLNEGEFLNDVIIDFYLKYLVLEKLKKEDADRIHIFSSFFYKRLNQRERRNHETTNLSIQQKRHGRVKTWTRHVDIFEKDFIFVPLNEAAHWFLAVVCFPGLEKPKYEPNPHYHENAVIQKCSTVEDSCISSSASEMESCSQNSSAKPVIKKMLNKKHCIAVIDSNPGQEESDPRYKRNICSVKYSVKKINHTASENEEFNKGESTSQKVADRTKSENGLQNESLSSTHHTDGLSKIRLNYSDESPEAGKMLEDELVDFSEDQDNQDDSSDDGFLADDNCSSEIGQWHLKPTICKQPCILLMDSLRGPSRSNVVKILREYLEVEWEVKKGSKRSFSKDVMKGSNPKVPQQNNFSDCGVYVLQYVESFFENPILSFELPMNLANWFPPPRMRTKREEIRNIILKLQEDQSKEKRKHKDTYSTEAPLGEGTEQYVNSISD
# PfG6PD inh: PfG6PD (Plasmodium falciparum) enzyme inhibition; PfGluPho enzyme, NADPH resazurin-diaphorase fluorescence; inhibition, % at 20 µM; hit rate 0.78% among 350,000;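 active means inhibition reaching at least a set limit at 20 µM in the primary screen, cut at about 59% in these data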;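 further: 0% = DMSO wells with substrate and 100% = DMSO wells lacking glucose-6-phosphate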
# * hit, by the source's call; nt = not tested or not shown.
SMILES,SENP8 block,HKDC1 inh,MPTP inh,ATG4B inhibitor,NR3A LBD binder,SENP7 block,SENP6 inh,PfG6PD inh
O=c1[nH]c(CN2CCN(C/C=C/c3ccccc3)CC2)nc2cc(Cl)ccc12,14,4,11,-3,-2,1,6,4
O=C(Nc1nccs1)C12CC3CC(C1)CC(C(=O)Nc1nccs1)(C3)C2,-2,4,-3.0,7,0,-3,-7,-10
Brc1ccc(OCCOc2cccc3cccnc23)cc1,-87,0,1.0,-7,3,4,-2,8
CCOc1ccc(C(=O)COC(=O)Cn2cnc3c2c(=O)n(C)c(=O)n3C)cc1,-2,-3,-0.2,7,-1,0,-11,-7
COc1cccc(NC(=O)C2CCN(S(=O)(=O)c3ccccc3)CC2)c1,13,-5,-0.7,-1,0,-7,-12,3
Cc1ccc(S(=O)(=O)NNc2ccccc2)cc1,32,-8,-0.7,0,1,1,8,65*
CC[C@]12c3[nH]c4cc(-c5ccco5)ccc4c3CCN1C(=O)[C@@H](CC(=O)NCc1cccc(C(F)(F)F)c1)C[C@@H]2C(=O)N1CCN(C(=O)C2CC2)CC1,-366,3,0.9,11,0,4,nt,44
CC1(C)CC(NS(=O)(=O)c2ccc(S(=O)(=O)N3CCOCC3)cc2)CCO1 (configuration not stated),12,2,-1.0,0,1,7,-8,-11
Cc1ccccc1NC(=S)NNc1ncc(C(F)(F)F)cc1Cl,2,7,0.8,-5,-1,7,-1,3
CC(=Nc1ccccc1O)c1sc2ccccc2c1O,-34,5,22,-7,0,14,33,16
COc1cc(-c2[nH]ncc2CN(C)Cc2cc(C)[nH]n2)cc(OC)c1OC,23,10,1.2,8,-4,-2,-3,-9
NC(=O)c1ccsc1NC(=O)COC(=O)c1cc(Cl)ccc1O,-102,-5,-0.5,4,19*,11,-16,-8
CCOC(=O)N1CCC(NC2CCCCCCC2)CC1,6,3,0.1,-6,-2,1,4,-4
O=C(Nc1nc(-c2ccc(-c3ccccc3)cc2)cs1)c1cnccn1,-10,-2,2.8,3,3,1,-5,0
O=C(CNC(=O)C(c1ccccc1)c1ccccc1)N/N=C\c1ccc2c(c1)OCO2,6,-5,-0.1,6,-1,-3,12,-12
O=[N+]([O-])c1ccc(N2CCN(c3ccc([N+](=O)[O-])cc3CO)CC2)c(CO)c1,17,-2,5.6,-8,-2,5,11,-2
CC12CCC(C(=O)N(CC(=O)O)C1=O)C2(C)C (configuration not stated),14,-9,1.4,-6,-1,0,6,-4
NC(=NCc1ccco1)NC(=O)c1ccccc1,15,-5,-0.8,7,3,-8,-18,-16
CC1=C(C(=O)OCc2ccccc2)N2C(=O)[C@@H](NC(=O)COc3ccccc3)[C@H]2SC1,-8,-4,-1.8,-6,1,-8,-17,13
C=CCSc1ccccc1C(=O)Nc1ncn[nH]1,0,-8,-0.7,1,-1,-2,-15,10
Cc1ccc(N2C(=O)CSCC2=O)cc1,11,-4,-1.7,-5,0,4,-1,5
CCc1ccc(CNCc2ccc(OCC(O)CN(C)Cc3ccccc3)cc2)nc1 (configuration not stated),20,-4,25,1,-1,2,-13,-3
Cc1cc(OCC(=O)Nc2ccc3oc(=O)ccc3c2)ccc1Cl,-142,-5,-0.1,0,2,-8,-16,4
Cc1cc(=O)n2ncnc2n1COCCO,22,-6,1.3,1,0,-6,-8,-15
NC(=S)N/N=C/c1ccc([N+](=O)[O-])cc1,18,12,-0.5,-2,0,3,3,-11
CC(=O)c1c(C(C)=O)c(C)n(NC(=O)c2cccnc2)c1C,16,-7,-1.4,7,-1,-16,-32,-9
O=C(NCCN1CCN(c2ccccc2F)CC1)C1c2ccccc2C(=O)N2CCc3ccccc3C12 (configuration not stated),-3,-5,-2.2,-9,-3,8,-14,11
CCCC(c1nnnn1Cc1ccc(F)cc1)N1CCN(C2CCCCC2)CC1 (configuration not stated),16,0,3.0,2,3,6,-8,-11
CCn1nc(C)cc1C(=O)Sc1ccc(Cl)cc1Cl,-6,13,0.5,-2,2,-1,0,31
CN1CCN(Cc2oc(CO)cc(=O)c2O)CC1,14,-4,1.8,-7,0,-3,-6,14
Cc1ccc(C(=O)N=c2sccn2C)cc1S(=O)(=O)N1CCOCC1,-182,1,-1.1,-8,0,9,2,-5
C=CCNc1nc2c(c(=O)[nH]c(=O)n2C)n1Cc1cccc(C)c1,17,4,-0.1,2,-1,nt,nt,-7
O=S(=O)(Nc1c(S(=O)(=O)c2ccccc2)c2nc3ccccc3nc2n1C1CCCCC1)c1ccccc1,-281,26,48,45*,-2,nt,nt,18
CCOc1ccc(-c2[nH]ncc2-c2ccc(Cl)cc2)c(O)c1,-4,1,1.4,11,22*,-10,-18,-2
CS(=O)(=O)N(CC(=O)NCc1ccccc1Cl)Cc1ccccc1,14,-6,-1.9,-9,1,-3,-10,5
Cc1ccc(C(=O)OCC(=O)N(C)C2CCS(=O)(=O)C2)cc1[N+](=O)[O-] (configuration not stated),4,-10,2.4,-11,0,-5,-17,6
Cc1ccc(NC(=O)CSc2nc3ccccc3nc2N2CCOCC2)c(C)c1,-102,-7,-1.3,-13,0,2,3,11
COC(=O)c1sccc1NC(=O)C12CC3CC(CC(C3)C1)C2,4,-4,2.1,-5,1,-5,-9,-3
O=C(CCC(=O)N(CC(=O)NC1CCCC1)Cc1ccccc1)Nc1nccs1,9,6,0.4,-3,0,-4,-4,-7
Cc1ccc(N2CC(C(=O)NCc3cccs3)CC2=O)cc1C (configuration not stated),16,-3,0.4,-1,0,8,-1,-20
CCc1ccc(C(=O)NN(C(=O)c2ccc(CC)cc2)C(C)(C)C)cc1,22,9,2.7,8,3,-7,-1,-6
CCN(C(=O)C(C)N1C(=O)/C(=C/c2cccs2)SC1=S)C1CCS(=O)(=O)C1 (configuration not stated),29,0,-0.8,-9,2,4,-1,-3
O=C(CN(CC1CCCO1)C(=O)CNS(=O)(=O)c1ccccc1)NCCc1ccccc1 (configuration not stated),10,2,-0.6,-6,-1,-1,-11,-4
Cc1cccc(NC(=O)C2CCCN2C(=O)Oc2ccccc2)c1C (configuration not stated),5,-8,-0.6,-2,2,-13,-4,6
O=C(COc1cccc2cccnc12)N/N=C1\SCC(=O)N1CCc1ccccc1,-14,-4,0.1,6,-1,0,-5,7

# Fetched one by one from the entries so far, 2 records:
SMILES,SENP8 block,HKDC1 inh,MPTP inh,ATG4B inhibitor,NR3A LBD binder,SENP7 block,SENP6 inh,PfG6PD inh
O=C(NCCN1CCN(c2ccccc2F)CC1)C1c2ccccc2C(=O)N2CCc3ccccc3C12 (configuration not stated),-3,-5,-2.2,-9,-3,8,-14,11
CCCC(c1nnnn1Cc1ccc(F)cc1)N1CCN(C2CCCCC2)CC1 (configuration not stated),16,0,3.0,2,3,6,-8,-11

# Continued:
SMILES,SENP8 block,HKDC1 inh,MPTP inh,ATG4B inhibitor,NR3A LBD binder,SENP7 block,SENP6 inh,PfG6PD inh
O=C(C1=C(O)C(=O)N(CCCN2CCOCC2)C1c1ccccn1)c1cc2ccccc2o1 (configuration not stated),-25,3,-0.3,-7,3,-4,2,-19
Cc1cc(C(=O)N2C(C)CCCC2C)no1 (configuration not stated),14,-4,2.1,-2,1,1,-24,1
CCOC(=O)N1CCN(C(=O)C(=O)Nc2sc3c(c2C#N)CC(C)(C)OC3)CC1,14,-4,-1.4,8,-2,9,5,-23
COc1ccc(OCCCC(=O)Nc2ccc(N3CCOCC3)cc2)cc1,25,-4,-0.1,13,28*,-3,2,5
COCCNc1nc2ccccc2nc1NS(=O)(=O)c1ccc(C)cc1C,-462,12,-0.2,3,0,-8,-12,-3
Cc1cccc(C)c1OCCOC(=O)c1n[nH]c2ccccc12,0,9,-1.6,12,-7,1,-12,28
CC(=O)Nc1ccc(S(=O)(=O)NCCSCc2c(Cl)cccc2Cl)cc1,8,-2,32,2,-11,8,1,14
CCC(C)(C(=O)NC1CCCCC1)N(Cc1ccco1)C(=O)c1ccccn1 (configuration not stated),18,-4,-1.4,2,2,4,-11,-3
COc1cccc2c1OC1(C)CC2NC(=O)N1c1cccc(C(=O)N2CCN(c3ccccn3)CC2)c1 (configuration not stated),5,1,-1.9,-5,-1,-6,-3,4
CCCN(CC(=O)Nc1ccc(F)c(F)c1F)C(=O)CN1C(=O)NC2(CCCCC2)C1=O,2,-5,-0.2,4,1,nt,nt,8
O=C(N/N=C/c1cccc(C(F)(F)F)c1)c1cc2c(s1)-c1ccccc1CC2,-428,2,3.3,3,14*,-5,-10,20
COc1ccc(NC(=O)CCn2ccnc2)c(OC)c1,32,-5,-0.6,-1,-2,-3,-25,8
COc1cccc(CN2CCC(n3nccc3NC(=O)CCOc3ccccc3)CC2)c1,9,-4,-2.2,5,0,0,-13,0
CCn1nc(C)c(CNCc2cn[nH]c2-c2cc3ccccc3o2)c1C,27,-7,1.0,-3,-3,-5,-2,-2
Brc1ccc(CSc2nnc(-c3ccco3)o2)cc1,11,7,0.0,6,-1,5,1,-2

# Record cards (already shown):
# `Cc1ccc(N2C(=O)CSCC2=O)cc1` across the screens: SENP8 block: 11; HKDC1 inh: -4; MPTP inh: -1.7; ATG4B inhibitor: -5; NR3A LBD binder: 0; SENP7 block: 4; SENP6 inh: -1; PfG6PD inh: 5
# `C=CCSc1ccccc1C(=O)Nc1ncn[nH]1` across the screens: SENP8 block: 0; HKDC1 inh: -8; MPTP inh: -0.7; ATG4B inhibitor: 1; NR3A LBD binder: -1; SENP7 block: -2; SENP6 inh: -15; PfG6PD inh: 10

# Next part.
SMILES,SENP8 block,HKDC1 inh,MPTP inh,ATG4B inhibitor,NR3A LBD binder,SENP7 block,SENP6 inh,PfG6PD inh
COC(=O)c1ccccc1NC(=O)NCC1CCCO1 (configuration not stated),-87,-4,1.8,-10,1,-5,4,2
COc1cc(C)c(C)cc1S(=O)(=O)n1c(C)nc2ccccc21,9,-2,2.9,0,2,-2,-7,3
COc1ccc(-c2cccc(NS(=O)(=O)c3cc([N+](=O)[O-])c(C)c([N+](=O)[O-])c3)c2)nn1,7,1,7.4,0,-1,0,-12,-22
Cn1c(SCc2n[nH]c(=S)o2)nnc1-c1ccccc1,6,-14,1.6,-7,5,6,11,25
Cc1ccccc1C(=O)Nc1c(C)[nH]c(=O)[nH]c1=O,9,-3,1.3,1,3,-6,6,-4
CCn1ccc(=N)cc1,36,-7,-2.3,0,-2,-4,-4,9
O=C(CC1(O)C(=O)Nc2ccccc21)c1cccnc1 (configuration not stated),-4,-4,-0.4,2,2,10,-10,-5
O=C(NNC(=O)c1ccc([N+](=O)[O-])cc1)NC1CCCCC1,18,0,3.5,-11,0,12,5,13
Cc1c(C(=O)c2cccc(F)c2)c2ccccn2c1CCC#N,13,-9,-0.6,9,-1,4,4,6
CCOC(=O)c1ccc(NC(=O)CC2C(=O)N(c3ccccc3)C(=O)N2CCCOC)cc1 (configuration not stated),7,-10,0.4,-7,1,4,-14,4
CC(C)(C)OC(=O)C[C@H]1C/C=C\C[C@@H](CC(=O)N(CCO)Cc2ccccc2)C(=O)N[C@H](C(C)(C)C)COC1=O,12,-4,-1.2,-1,1,9,-9,4
CC(C#N)Sc1nnc(-c2ccccc2F)n1C1CC1 (configuration not stated),-8,-5,-0.2,1,-4,-4,-11,1
CC(c1ccccc1F)n1cc(C(=O)NCCCn2ccnc2)nn1 (configuration not stated),17,-7,-1.9,3,0,8,8,8
CCN(CC)c1ccc(NC(=O)COc2ccc(N(C)S(=O)(=O)c3cccs3)cc2)cc1,8,-2,0.0,-7,-1,0,6,26
CCC(C)(C)NC(=O)C(c1cccn1C)N(C(=O)Cn1nnc2ccccc21)c1ccc(OC)cc1OC (configuration not stated),-2,1,0.6,-15,2,-6,-7,8
Cc1sc2ncnc(Nc3ccc(N4CCOCC4)cc3)c2c1-c1ccccc1,-42,9,2.7,0,-4,-5,2,2
OCC[C@@H]1C[C@H](O)[C@@H](O)[C@]2(OCc3ccccc32)O1,10,-7,-0.2,-1,-2,-6,-13,-9
CCN1C(=O)/C(=C\N2CCN(C(=O)c3ccco3)CC2)SC1=S,10,-5,0.9,-1,3,2,3,4
COCCCn1c(=S)[nH]c2ncccc2c1=O,18,-3,0.1,-6,0,0,-5,2
